High-throughput results (PubChem BioAssay)
RT RNaseH block – inhibitors of HIV-1 reverse transcriptase RNase H. inhibition, % at 10 µM. RT-RNase H RNA/DNA duplex cleavage, fluorescence. 65,000 tested, 1.9% active. P04585; in the data active = inhibition above about 50%
RmlCD inh mix – mixture blocks RmlC and RmlD coupled enzyme activity. RmlC/RmlD coupled enzyme inhibition, 384-well mixture HTS. inhibition, % at 5.5 µM. 110,000 tested, 0.39% active; in the data active = inhibition above about 30%, passing the limit was not always enough; inconclusive = no clear call, values can overlap the other calls; also: strong numbers were not always called active
The depositor's hits bear a star. The list is partial (hit frequency here may not be typical).

For CC1CCCC(C)N1/N=C/c1ccc(Cl)cc1 (stereo unspecified) the results were RmlCD inh mix -8.
For O=C(Nc1ccccn1)NC1CCS(=O)(=O)C1 (stereo unspecified) the results were RT RNaseH block -10 and RmlCD inh mix -11.
For O=C(Nc1c2c(nn1-c1ccc(Cl)cc1)CS(=O)(=O)C2)c1ccc2c(c1)OCO2 the results were RT RNaseH block 11 and RmlCD inh mix 6.
`CC(=O)NCCC(=O)Nc1ccc(F)cc1C` gave RmlCD inh mix 4.
Cc1ccc(CNC(=O)c2nnn(-c3cccc(C)c3)c2N)cc1 was read as RT RNaseH block 7 and RmlCD inh mix -9.
COC(=O)NNC(=O)COc1ccc(Br)c(C)c1 was read as RmlCD inh mix 5.
For O=C(CSc1c(Cl)cccc1Cl)N1CCC(c2nc3ccccc3s2)CC1 the results were RmlCD inh mix -19.
For O=C(Nc1cccc(OC(=O)N2CCOCC2)c1)N1CCOCC1 the results were RT RNaseH block 2 and RmlCD inh mix -12.
For CN(C)S(=O)(=O)c1ccc(C(=O)OCC(=O)NC(=O)NCc2ccccc2)cc1 the results were RT RNaseH block -2 and RmlCD inh mix 11.
Screening CC1(C)Cc2c(c(-c3ccco3)[nH]c(=O)c2C#N)CS1 returned RT RNaseH block 22 and RmlCD inh mix 10.
For COc1ccccc1NC(=S)NNC(=O)c1cc(C)n(C)n1 the results were RmlCD inh mix -7.
For OCCN1CCN(CC(O)COCc2ccc3c(c2)OCO3)CC1 (stereo unspecified) the results were RmlCD inh mix -7.
O=C(c1cc2ccccc2oc1=O)N(Cc1cccs1)Cc1ccccc1Cl was read as RmlCD inh mix -11.
`FC(F)(F)c1nc(N2CCCC2)ncc1-c1nnnn1-c1ccccc1` gave RmlCD inh mix -11.
For COc1ccc(OC)c(S(=O)(=O)N(C)CC(=O)Nc2ccccc2OC)c1 the results were RT RNaseH block -14 and RmlCD inh mix 11.
CC1=CC(C)(C)NC(=S)N1c1ccccc1 was read as RmlCD inh mix -11.
`CCCN1C2CCCC1CC(NC(C)=O)C2` (stereo unspecified) gave RT RNaseH block -5 and RmlCD inh mix 0.
`CCCn1c(C)cc(C(=O)COc2ncnc3sccc23)c1C` gave RT RNaseH block -28 and RmlCD inh mix 11.
Screening CCCNC(=S)Nc1ccc(Nc2ccccc2)cc1 returned RmlCD inh mix 4.
Screening CCn1nc(C(=O)N2CCN(Cc3ccc4c(c3)OCO4)CC2)c2ccccc2c1=O returned RT RNaseH block -5 and RmlCD inh mix -6.
`Cc1ccc(Nc2nc(N)nc(CN3CCc4ccccc4C3)n2)cc1` gave RmlCD inh mix 8.
Cn1c(=O)[nH]c(=O)c2c1nc(SCC(O)CO)n2Cc1ccccc1Cl (stereo unspecified) was read as RT RNaseH block -3 and RmlCD inh mix 6.
Screening CCOC(=O)N1CCN(S(=O)(=O)c2ccc(F)c(C(=O)Nc3cccc(C)c3C)c2)CC1 returned RT RNaseH block -3 and RmlCD inh mix -3.
Screening O=C(CSc1nnc(-c2ccccc2)o1)N1CCOCC1 returned RT RNaseH block 4 and RmlCD inh mix -19.
Screening COc1ccc(OC)c(NC(=O)C(CCS(C)(=O)=O)NC(C)=O)c1 (stereo unspecified) returned RT RNaseH block 1 and RmlCD inh mix -17.
Screening COC(=O)CCC(=O)OC1(C)C(=O)C=C2C=C(c3ccsc3)OC=C2C1=O (stereo unspecified) returned RmlCD inh mix -9.
`O=C(NCc1cccs1)C1CC(c2ccccc2O)=NO1` (stereo unspecified) gave RT RNaseH block -9.
CSc1nc(C)cc(SCC(=O)Nc2ccccc2)n1 was read as RmlCD inh mix 24.
`N#Cc1c(N)nc(SCC(=O)NCCc2ccccc2)c(C#N)c1-c1cccs1` gave RT RNaseH block 37.
Screening CCCCN(CCCC)C(=O)CSc1nnc(-c2cc(OC)c(OC)c(OC)c2)o1 returned RT RNaseH block 24 and RmlCD inh mix 13.
Screening CCOC(=O)N1CCC(N2CCN(S(=O)(=O)c3ccc(NC(C)=O)cc3)CC2)CC1 returned RT RNaseH block -1 and RmlCD inh mix -6.
COC(=O)c1c(N(S(C)(=O)=O)S(C)(=O)=O)sc2c1CCN(c1ncc(C(F)(F)F)cc1Cl)C2 was read as RmlCD inh mix 7.
For CC(C)C1C(C#N)=C(N)Oc2n[nH]c(C(C)(C)C)c21 (stereo unspecified) the results were RT RNaseH block -15 and RmlCD inh mix -9.
Screening O=C(Oc1cccc2cccnc12)c1ccc(Br)o1 returned RT RNaseH block -10 and RmlCD inh mix 3.
CC(C)CC(N=C1NC(C)(C)Cc2ccccc21)C(=O)O (stereo unspecified) was read as RmlCD inh mix -29.
CCOC(=O)c1nnn(-c2nonc2N)c1CNC(C)C was read as RT RNaseH block -4 and RmlCD inh mix -16.
For COc1ccc(/C(=N\O)c2ncc(C(F)(F)F)cc2Cl)cc1 the results were RmlCD inh mix -6.
Cc1cccc(Nc2nc(N3CCCC3)nc(N3CCCC3)n2)c1 was read as RmlCD inh mix 104.
CC1=CC(C)(C)N(C(=O)CSc2nnc(N)s2)c2c(C)cc(C)cc21 was read as RmlCD inh mix 3.
Cn1c(=O)c2c(nc(CN3CCc4ccccc4C3)n2Cc2ccc(F)cc2)n(C)c1=O was read as RT RNaseH block 0 and RmlCD inh mix -14.
For CCCC(=O)c1ccc(N2CCN(C(=O)OCC)CC2)c(F)c1 the results were RT RNaseH block -1 and RmlCD inh mix -1.
`CCN1CCN(Cc2nc3c(c(=O)[nH]c(=O)n3C)n2Cc2ccccc2Cl)CC1` gave RT RNaseH block -5 and RmlCD inh mix 7.
For CCOc1ccc(Cn2nnc(C(=O)NCCc3ccc(Cl)cc3)c2N)cc1 the results were RmlCD inh mix 13.
`O=C(Nc1ccccc1N1CCN(C(=O)c2ccc(Cl)cc2)CC1)c1cc(Br)ccc1Cl` gave RmlCD inh mix 0.
CCCCn1c(SCC(=O)Nc2cc(C)on2)nc2c1c(=O)n(C)c(=O)n2C was read as RT RNaseH block -2 and RmlCD inh mix 6.
`CC1CCCC(C)N1C(=O)CSc1nnc(CSc2ncccn2)n1C` (stereo unspecified) gave RT RNaseH block -4 and RmlCD inh mix -14.
For COc1cccc(Cn2c(NCC(C)C)nc3c2c(=O)n(C)c(=O)n3C)c1 the results were RT RNaseH block -3 and RmlCD inh mix -7.
For CCOc1ccc(C(=O)NCc2ccncc2)cc1 the results were RT RNaseH block -5 and RmlCD inh mix -10.
COc1ccc(-c2noc(CN(C)S(=O)(=O)c3ccc(Cl)cc3)n2)cc1OC was read as RT RNaseH block -16 and RmlCD inh mix -7.
For Nc1ccccc1C(=O)Nc1cccc(C(=O)O)c1 the results were RT RNaseH block -1 and RmlCD inh mix 8.
`CCCC(=O)c1cc(-c2nc3ccccc3n2C)n(C)c1` gave RT RNaseH block -13 and RmlCD inh mix 0.
COc1ccccc1N1CCN(C(c2ccc(C)cc2)c2nnnn2C(C)C)CC1 (stereo unspecified) was read as RT RNaseH block -5 and RmlCD inh mix 3.
Cc1ccc(N(CC(O)Cn2c3ccccc3c3ccccc32)S(C)(=O)=O)c(C)c1 (stereo unspecified) was read as RmlCD inh mix -8.
Screening CCc1nccn1C(=O)c1cnn2c(C(F)F)cc(-c3ccccc3)nc12 returned RmlCD inh mix -14.
`COc1ccc(C(=O)CSc2nnc(-c3ccccc3)o2)cc1` gave RT RNaseH block 0 and RmlCD inh mix -10.
`CC(C)(C)n1nc2c(c1NC(=O)c1ccco1)CS(=O)C2` (stereo unspecified) gave RT RNaseH block 1 and RmlCD inh mix -6.
`COc1cccc(NS(=O)(=O)CC23CCC(CC2=O)C3(C)C)c1` (stereo unspecified) gave RmlCD inh mix -1.
For CCSc1nnc([C@H](Cc2ccccc2)NC(=O)OC(C)(C)C)o1 the results were RmlCD inh mix -9.
For CCSc1nnc(-c2cccc(S(=O)(=O)N(CC)CC)c2)n1Cc1ccccc1 the results were RT RNaseH block 3 and RmlCD inh mix -7.
Screening CCN(CC)c1ccc(C=N/C(C#N)=C(\N)C#N)cc1 returned RT RNaseH block 80* and RmlCD inh mix 14.
Screening Nn1c(SCC(=O)NC(=O)NC2CCCC2)nnc1-c1ccccc1F returned RT RNaseH block -28 and RmlCD inh mix -39.
For O=C(O)c1ccc(CNCc2cccc(Cl)c2Cl)cc1 the results were RmlCD inh mix -7.
COc1ccc(C)cc1NC(=O)CN1CCN(S(=O)(=O)c2ccc(C(C)C)cc2)CC1 was read as RT RNaseH block 1 and RmlCD inh mix -2.
Cc1c(-c2nnnn2-c2ccc(F)cc2)cnc2cc3c(cc12)OCO3 was read as RmlCD inh mix -79.
For Cc1cc(C)n(-c2nc3ccccc3c(=O)n2OC2CCCCC2)n1 the results were RT RNaseH block 0 and RmlCD inh mix -15.
C(=N\Nc1ncnc2sc3c(c12)CCC3)/c1cccs1 was read as RmlCD inh mix 10.
For C=CCn1c(SCC(=O)c2ccc(Cl)s2)nc2ccccc2c1=O the results were RmlCD inh mix -14.
CC1(C)CC2CC(C)(CN2C(=O)COC(=O)c2ccc(Cl)cc2N)C1 (stereo unspecified) was read as RT RNaseH block -4 and RmlCD inh mix -5.
Cc1ccc(C2NC(=O)c3c(sc4c3CCN(C)C4)N2)s1 (stereo unspecified) was read as RT RNaseH block -8 and RmlCD inh mix 7.
Cn1nc(N)c2c1N=P(N1CCOCC1)(N1CCOCC1)N=C2c1ccccc1 was read as RT RNaseH block 0 and RmlCD inh mix 6.
Screening Cc1onc(-c2c(Cl)cccc2Cl)c1C(=O)n1nnc2ccccc21 returned RmlCD inh mix -9.
`Nc1c(-c2ccc(F)cc2)cnc2ncnn12` gave RmlCD inh mix -11.
`CC(C)C(=O)N1CCN(c2nc(-c3ccccc3)c3c(c2C#N)CC(C)(C)OC3)CC1` gave RT RNaseH block -3 and RmlCD inh mix -24.
CCOC(=O)c1cc(NC(=O)c2cc(C)on2)cc(C(=O)OCC)c1 was read as RT RNaseH block 7 and RmlCD inh mix -9.
Screening CCN1C(=O)OC2(CCCCC2)C1(C)O (stereo unspecified) returned RT RNaseH block -8 and RmlCD inh mix 5.
Screening O=C(NCc1ccccc1)[C@H]1C[C@@H]1[C@H](NP(=O)(c1ccccc1)c1ccccc1)c1ccccc1 returned RmlCD inh mix -10.
`CCN(CC)C(=O)CN1C(=O)C2CC=C(Cl)CC2C1=O` (stereo unspecified) gave RT RNaseH block -5.
Screening CCOc1ccc2nc(NCCNS(=O)(=O)c3ccccc3)c(C#N)cc2c1 returned RT RNaseH block 1 and RmlCD inh mix 3.
For O=C(Nc1ccc(Cl)cc1)N1CCC(c2nc(-c3ccc(F)cc3)no2)CC1 the results were RT RNaseH block 4 and RmlCD inh mix inconclusive.
`CCc1cc2c(NCc3ccco3)ncnc2s1` gave RT RNaseH block -5 and RmlCD inh mix -14.

Structures listed so far containing fluorine, in the order listed:
`CC(=O)NCCC(=O)Nc1ccc(F)cc1C` gave RmlCD inh mix 4.
`FC(F)(F)c1nc(N2CCCC2)ncc1-c1nnnn1-c1ccccc1` gave RmlCD inh mix -11.
Screening CCOC(=O)N1CCN(S(=O)(=O)c2ccc(F)c(C(=O)Nc3cccc(C)c3C)c2)CC1 returned RT RNaseH block -3 and RmlCD inh mix -3.
COC(=O)c1c(N(S(C)(=O)=O)S(C)(=O)=O)sc2c1CCN(c1ncc(C(F)(F)F)cc1Cl)C2 was read as RmlCD inh mix 7.
For COc1ccc(/C(=N\O)c2ncc(C(F)(F)F)cc2Cl)cc1 the results were RmlCD inh mix -6.
Cn1c(=O)c2c(nc(CN3CCc4ccccc4C3)n2Cc2ccc(F)cc2)n(C)c1=O was read as RT RNaseH block 0 and RmlCD inh mix -14.
For CCCC(=O)c1ccc(N2CCN(C(=O)OCC)CC2)c(F)c1 the results were RT RNaseH block -1 and RmlCD inh mix -1.
Screening CCc1nccn1C(=O)c1cnn2c(C(F)F)cc(-c3ccccc3)nc12 returned RmlCD inh mix -14.
Screening Nn1c(SCC(=O)NC(=O)NC2CCCC2)nnc1-c1ccccc1F returned RT RNaseH block -28 and RmlCD inh mix -39.
Cc1c(-c2nnnn2-c2ccc(F)cc2)cnc2cc3c(cc12)OCO3 was read as RmlCD inh mix -79.
`Nc1c(-c2ccc(F)cc2)cnc2ncnn12` gave RmlCD inh mix -11.
For O=C(Nc1ccc(Cl)cc1)N1CCC(c2nc(-c3ccc(F)cc3)no2)CC1 the results were RT RNaseH block 4 and RmlCD inh mix inconclusive.

Next part.
For CC(C)c1ccc(N2C(=O)[C@@H]3Cc4ccccc4CN3C2=O)cc1 the results were RT RNaseH block -4 and RmlCD inh mix -10.
CCOC(=O)COc1ccccc1C1Nc2ccccc2C(=O)N1c1cccc(Cl)c1 (stereo unspecified) was read as RmlCD inh mix -78.
Screening O=C(CCSc1nnc2ccc3ccccc3n12)Nc1ccc(F)cc1 returned RmlCD inh mix 7.
Screening CCOC(=O)c1c(Nc2ccccc2N)cc(C)nc1C returned RT RNaseH block 3 and RmlCD inh mix 9.
Screening CCn1nc(C(=O)Nc2ccc(S(=O)(=O)Nc3nccs3)cc2)c2ccccc2c1=O returned RT RNaseH block -3.
Screening O=C(c1ccc2snnc2c1)N1CCN(c2ccccn2)CC1 returned RmlCD inh mix -7.
Cc1ccc(-c2nc(CS(=O)CC(=O)N3CCN(c4ncccn4)CC3)c(C)o2)cc1 (stereo unspecified) was read as RT RNaseH block -4.
CCOC(=O)NC1C=CS(=O)(=O)C1 (stereo unspecified) was read as RT RNaseH block -3 and RmlCD inh mix -7.
Screening CC(=O)Nc1nonc1NC(=O)c1ccc(C(C)(C)C)cc1 returned RmlCD inh mix -15.
Screening CC(C)n1c(-c2ccc(C(C)(C)C)cc2)n[nH]c1=S returned RmlCD inh mix -11.
`Cn1c(=O)c2c(nc(Oc3ccc4c(c3)OCO4)n2Cc2ccc(Cl)cc2)n(C)c1=O` gave RT RNaseH block 15 and RmlCD inh mix -10.
C=CCN1C(=O)/C(=C\c2ccc(Cl)cc2)N=C1SCC(=O)NC1CCCCC1 was read as RmlCD inh mix 47.

Looked up by structure from the list above, 2 records:
Screening CCn1nc(C(=O)Nc2ccc(S(=O)(=O)Nc3nccs3)cc2)c2ccccc2c1=O returned RT RNaseH block -3.
`Cn1c(=O)c2c(nc(Oc3ccc4c(c3)OCO4)n2Cc2ccc(Cl)cc2)n(C)c1=O` gave RT RNaseH block 15 and RmlCD inh mix -10.
